# CF NFkB block – inhibitors of cystic fibrosis induced NF-kB; KKLEB NF-kB-GFP reporter, PAF-induced, GFP fluorescence overnight; inhibition, % at 5 µM; 360,000 compounds, 0.86% hits; AID 588850;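 active = at least 50% inhibition at 5 µM, scaled per plate between neutral and stimulator controls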;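 note: PAF is a Pseudomonas aeruginosa culture filtrate used as stimulus; plate controls were PAF-stimulated DMSO wells for no effect and unstimulated DMSO wells for full effect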
# TWEAK-Fn14 inh – blocks TWEAK-Fn14 interaction in a reporter cell assay | TWEAK-stimulated Fn14 reporter cells, luciferase luminescence, 8 h | inhibition, % at 10 µM | 360,000 compounds, 2% hits; in the data active = inhibition above about 50%
# TROY signal inh – blocks TROY-dependent signaling in reporter cells | Q293 LMP1-TROYcd NF-kB luciferase reporter, 4 h | inhibition, % at 10 µM | 360,000 compounds, 0.98% hits;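 active = compounds whose plate-normalised and pattern-corrected inhibition of the luciferase reporter signal at the single screening dose is 50% or more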
# Shn3 inh set2 – Schnurri-3 reporter inhibition in Clone20 osteoblasts; 360,000 compounds, 0.52% hits; AID 588674; inhibition, % at 12.5 µM; Clone20 osteoblast Shn3 3'UTR firefly luciferase, 24 h;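 active = mean inhibition of at least 75% with every replicate also reaching 75%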;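 note: 0% = median of neutral control wells and 100% = pilot-screen positive control compound; some compounds past the cut are filed as inactive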
# KKLEB cytotox – CF airway cell cytotoxicity counter-screen; AID 602141; 360,000 compounds, 0.36% hits; KKLEB CF airway cells viability, ATPlite luminescence, overnight; active compounds read low; cells stimulated with P. aeruginosa culture filtrate; activity change (cytotoxicity), % at 5 µM;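 active = corrected activity change at or below -50% at 5 µM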
# NR2E3 ag-1 – NR2E3 (human) agonism; GST-NR2E3/biotin-RetCOR TR-FRET, 1536-well; inhibition of corepressor binding, % at 4.78 µM; 320,000 compounds, 0.12% hits; AID 2300;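 active = percent inhibition above the cutoff of mean plus 3 SD of all tested compounds, set per screening campaign, cut at about 20% in these data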;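 note: 0% = DMSO wells and 100% = biotin wells as full block of FRET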
# Target sequence (Q9Y5X4 whole entry, looked up): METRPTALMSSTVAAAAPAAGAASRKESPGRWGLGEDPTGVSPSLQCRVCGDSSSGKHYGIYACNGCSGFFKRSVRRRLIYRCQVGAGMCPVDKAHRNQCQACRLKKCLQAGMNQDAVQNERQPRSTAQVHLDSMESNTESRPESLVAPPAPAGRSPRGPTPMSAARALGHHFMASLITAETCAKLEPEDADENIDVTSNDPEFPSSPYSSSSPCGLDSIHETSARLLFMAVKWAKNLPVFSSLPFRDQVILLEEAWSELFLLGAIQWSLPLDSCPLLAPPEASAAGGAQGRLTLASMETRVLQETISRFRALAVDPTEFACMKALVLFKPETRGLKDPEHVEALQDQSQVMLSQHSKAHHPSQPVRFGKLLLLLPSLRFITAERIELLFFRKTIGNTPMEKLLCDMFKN
#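 Assay system: NR2E3–RetCOR corepressor complex. Quantity: 1.35 nM GST-NR2E3. Buffer or medium: pH 7.5 Tris-based buffer. Reagent: biotinylated RetCOR corepressor at 7 nM final. Schedule: 5 h at 4 °C. Detection: TR-FRET, emission read at 617 and 671 nm. Replicates: one well per compound, singlicate testing.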
# HIF-2a block – HIF-2a inhibition; 786-0 RCC cells HIF-2a reporter, luciferase luminescence, overnight; inhibition, % at 18.8 µM; 360,000 compounds, 0.72% hits; AID 624352;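 active = inhibition of the luminescence signal of 40% or more relative to plate controls, in a single-dose primary screen at 18.75 µM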
# C8 TRAIL sens – caspase-8 TRAIL sensitization; NB7+C8 cells + TRAIL, ATPlite viability luminescence; inhibition (viability loss, TRAIL sensitization), % at 10 µM; 360,000 compounds, 1% hits;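 active = compounds causing at least 50% loss of cell viability in the single-dose screen, relative to plate controls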
# Peg3 promoter – inhibitors of Peg3 promoter | inhibition, % at 20 µM | 360,000 compounds, 1.7% hits | HeLa PEG-Prom luciferase reporter, luminescence, overnight;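 active = inhibition of at least 50% at 20 µM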
# TRPM1 prom inh – MITF TRPM1 promoter inhibition in SK-MEL-5 cells. inhibition, % at 12.5 µM. SK-MEL-5 TRPM1 promoter luciferase, 24 h. 330,000 compounds, 0.83% hits. AID 488899;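 active = mean inhibition across replicates of 60% or more, whatever share of single replicates reaches that level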; note: values of inactives mirror those of a sister screen read the other way
# NR2E3 ag-2 – human photoreceptor-specific nuclear receptor agonism | AID 602229 | 360,000 compounds, 0.35% hits | inhibition of corepressor binding, % at 3.98 µM | CHO-S Gal4-NCOR/VP16-NR2E3 two-hybrid, luciferase | Q9Y5X4;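 active = inhibition above the mean of all tested compounds plus 3 SD, cut at about 70% in these data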;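 note: 0% = DMSO with NR2E3 transfected cells and 100% = cells lacking NR2E3 construct; higher means lower luciferase signal from less NR2E3 corepressor binding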
# The depositor's hits bear a star; . = no result given.
SMILES,CF NFkB block,TWEAK-Fn14 inh,TROY signal inh,Shn3 inh set2,KKLEB cytotox,NR2E3 ag-1,HIF-2a block,C8 TRAIL sens,Peg3 promoter,TRPM1 prom inh,NR2E3 ag-2
COc1ccc(C2Nc3ccc4ccccc4c3-c3c2c(=O)oc2ccccc32)cc1 (stereo not drawn),18,2,35,57,-20,2,-14,-1,57*,6,-3
O=C(CCCCn1c(=S)[nH]c2ccsc2c1=O)NCc1ccc2c(c1)OCO2,17,-3,5,9,-3,1,11,-29,48,5,18
COCOc1ccc(C=O)c(O)c1,17,1,-19,11,12,1,6,-10,0,0,-19
CCN(CC)c1ccc(N/C(N)=N/c2nc(C(F)(F)F)cc(=O)[nH]2)cc1,23,40,-3,23,-13,8,13,3,29,9,10
O=C(CCN1C(=O)c2cccc3cccc(c23)C1=O)NCC1CCCO1 (stereo not drawn),-32,-1,-16,-8,24,5,-6,-8,-2,4,-15
N#Cc1c(-c2ccccc2Cl)cc(C2CC2)nc1N,33,-7,7,5,-22,3,19,3,15,-24,-1
Cn1c(Cl)c(/C=N/OC(=O)c2ccc(Cl)cc2)c2ccccc21,-3,4,-12,-9,8,-3,-6,14,-24,-4,-20
Cc1ccc(C(=O)C2=C(O)C(=O)N(CCCN3CCOCC3)C23C(=O)N(C)c2ccccc23)o1 (stereo not drawn),-6,-5,10,-1,2,8,6,-9,8,1,5
O=C(NN=C1C2CC3CC1CC(Cl)(C3)C2)c1cccs1,-21,-20,-60,-12,4,-1,1,2,-4,-1,-107
Cc1ccc(NC(=O)Nc2cc(S(C)(=O)=O)ccc2Cl)cc1,-10,-35,-49,-19,15,0,-165,-10,-166,-45,-22

# Random excerpt: 3 entries already listed.
SMILES,CF NFkB block,TWEAK-Fn14 inh,TROY signal inh,Shn3 inh set2,KKLEB cytotox,NR2E3 ag-1,HIF-2a block,C8 TRAIL sens,Peg3 promoter,TRPM1 prom inh,NR2E3 ag-2
O=C(CCCCn1c(=S)[nH]c2ccsc2c1=O)NCc1ccc2c(c1)OCO2,17,-3,5,9,-3,1,11,-29,48,5,18
Cc1ccc(C(=O)C2=C(O)C(=O)N(CCCN3CCOCC3)C23C(=O)N(C)c2ccccc23)o1 (stereo not drawn),-6,-5,10,-1,2,8,6,-9,8,1,5
Cc1ccc(NC(=O)Nc2cc(S(C)(=O)=O)ccc2Cl)cc1,-10,-35,-49,-19,15,0,-165,-10,-166,-45,-22

# (next part)
SMILES,CF NFkB block,TWEAK-Fn14 inh,TROY signal inh,Shn3 inh set2,KKLEB cytotox,NR2E3 ag-1,HIF-2a block,C8 TRAIL sens,Peg3 promoter,TRPM1 prom inh,NR2E3 ag-2
Sc1oc(-c2ccccc2)cc1C=Nc1ccccc1,-12,7,-27,-54,19,1,-271,-7,-149,-22,-48
Cc1cc(C)c(C#N)c(SCc2ccc(C(=O)O)cc2)n1,3,-13,5,12,4,2,27,-22,6,-3,-6
O=S(=O)(Nc1cccc(Oc2cnccn2)c1)c1ccc(F)cc1,11,0,-1,1,-3,-1,10,1,14,-3,-22
Cc1cccc(N2CCN(C(=O)c3c(C)nn(Cc4ccccc4Cl)c3C)CC2)c1C,11,47,35,24,-3,0,22,13,37,16,47
CCCCCC(=O)c1ccc(O)cc1O,8,-30,-65,-28,6,1,-28,11,-96,-14,-39
CC(C)CC(N)c1csc(NC(=O)Nc2ccccc2C(C)(C)C)n1 (stereo not drawn),-12,11,3,5,-12,.,-5,4,67*,.,-5
CCCCN(C(=O)c1ccc(N2CCCC2=O)cc1)c1c(N)n(Cc2ccccc2)c(=O)[nH]c1=O,58*,-14,21,-11,8,-2,18,-11,-23,4,-7
Fc1ccc(C2CC(c3cccs3)=NN2c2ccccc2)cc1 (stereo not drawn),-13,-20,-31,18,14,.,2,8,20,-19,7
Cc1c(NC(=O)CN2C(=O)NC(CCc3ccccc3)C2=O)c(=O)n(-c2ccccc2)n1C (stereo not drawn),-23,-8,-2,-9,-10,0,13,-2,-1,14,-4
COc1ccccc1-c1ccc2c(c1)C(C)(Cc1ccc(OC(F)(F)F)cc1)C(=O)N2 (stereo not drawn),24,-3,6,-2,-4,.,1,2,0,.,-3

# Laid out differently: entries from further up
Compound	CF NFkB block	TWEAK-Fn14 inh	TROY signal inh	Shn3 inh set2	KKLEB cytotox	NR2E3 ag-1	HIF-2a block	C8 TRAIL sens	Peg3 promoter	TRPM1 prom inh	NR2E3 ag-2
CC(C)CC(N)c1csc(NC(=O)Nc2ccccc2C(C)(C)C)n1 (stereo not drawn)	-12	11	3	5	-12	.	-5	4	67*	.	-5
CCCCN(C(=O)c1ccc(N2CCCC2=O)cc1)c1c(N)n(Cc2ccccc2)c(=O)[nH]c1=O	58*	-14	21	-11	8	-2	18	-11	-23	4	-7
Fc1ccc(C2CC(c3cccs3)=NN2c2ccccc2)cc1 (stereo not drawn)	-13	-20	-31	18	14	.	2	8	20	-19	7

# (more compounds)
SMILES,CF NFkB block,TWEAK-Fn14 inh,TROY signal inh,Shn3 inh set2,KKLEB cytotox,NR2E3 ag-1,HIF-2a block,C8 TRAIL sens,Peg3 promoter,TRPM1 prom inh,NR2E3 ag-2
CS(=O)(=O)Cc1ccc(C(=O)NC2CCCc3ccccc32)cc1 (stereo not drawn),-7,17,2,-2,-1,2,0,4,22,-1,-3
CCCCC(=O)N1CC(=O)Nc2ccc(F)cc2C1c1ccccc1 (stereo not drawn),4,17,-10,1,3,2,18,-3,14,10,-13
O=C(COC(=O)Cc1ccccc1F)NNC(=O)c1ccc([N+](=O)[O-])cc1,4,-4,2,10,-6,-2,13,7,9,2,-30
CCc1ccc2c(CSc3nnnn3C)cc(=O)oc2c1,5,-13,6,-24,-5,-1,-14,-12,-2,5,9
CCSc1ncc(Cl)c(C(=O)Nc2ccc(S(=O)(=O)Nc3ncccn3)cc2)n1,9,8,7,-13,1,3,13,10,6,7,-4
CCN(CC)C(=O)Cn1cc(C(=O)C(=O)N2CCN(C)CC2)c2ccccc21,0,6,-4,2,5,-2,7,-4,16,-3,-5
Fc1ccccc1CSc1nnc(-c2cccnc2)o1,1,-4,-48,-112,7,-3,-236,-4,-247,-42,-103
Cc1cccnc1NC(=O)C12CCC(C)(C(=O)O1)C2(C)C (stereo not drawn),-10,-5,6,2,13,-1,16,2,2,3,2
COc1ccccc1C(=O)NCCC(=O)NC(C)c1ccc(-n2ccnc2)cc1 (stereo not drawn),-4,-5,-25,-6,12,3,3,0,-6,2,12
O=C1CCC(C(=O)N2CCCCO2)CN1CCc1ccc(Cl)cc1 (stereo not drawn),-9,-5,-12,-16,-17,-3,-46,-24,-23,13,3
NS(=O)(=O)c1ccc(NC(=O)Cn2ncc3c2-c2ccccc2OC3)cc1,-4,-13,1,0,0,-3,14,-5,16,.,-1
COc1cc2cc(C(=O)NCCc3ccccc3)[nH]c2cc1OC,-5,-35,-30,-3,-20,.,-31,-13,-10,-4,7
Cn1nc(C(=O)Nc2ccc3c(c2)OCCO3)c2ccccc2c1=O,-23,32,-3,-31,8,-1,-118,12,-133,-47,-10
COc1ccc2oc(C(=O)OCC(=O)c3ccc4c(c3)OCCO4)c(C)c2c1,13,30,14,-9,11,2,-40,-8,-38,-12,8
Brc1ccc2nc(-c3ccccc3)c(Cc3ccsc3)n2c1,-21,-24,-43,-22,6,.,-240,12,-234,.,-51
O=C(COC(=O)c1cccs1)NC12CC3CC(CC(C3)C1)C2,10,7,-21,2,4,3,-1,-2,0,11,-31
COc1cc(CCC(=O)Nc2cc(C)cc(C)c2)cc(OC)c1OC,-7,-10,15,9,12,3,4,0,14,7,-49
COc1ccc(N(CC(=O)Nc2cc(Cl)ccc2C)S(=O)(=O)c2c(C)noc2C)cc1,22,6,13,-7,-23,1,5,14,16,13,-48
CC1C(c2ccccc2)=[N+]([O-])C2(CCCCC2)N1O (stereo not drawn),4,-9,0,21,3,4,12,4,9,1,1
COc1ccc(-c2nn(-c3ccccc3)cc2/C=N/NC(N)=S)cc1OC,31,69*,12,20,-10,-1,-31,-24,-16,-6,-17

# Sorted by count of non-hydrogen atoms (descending): some entries from above.
SMILES,CF NFkB block,TWEAK-Fn14 inh,TROY signal inh,Shn3 inh set2,KKLEB cytotox,NR2E3 ag-1,HIF-2a block,C8 TRAIL sens,Peg3 promoter,TRPM1 prom inh,NR2E3 ag-2
COc1ccc2oc(C(=O)OCC(=O)c3ccc4c(c3)OCCO4)c(C)c2c1,13,30,14,-9,11,2,-40,-8,-38,-12,8
NS(=O)(=O)c1ccc(NC(=O)Cn2ncc3c2-c2ccccc2OC3)cc1,-4,-13,1,0,0,-3,14,-5,16,.,-1
Fc1ccccc1CSc1nnc(-c2cccnc2)o1,1,-4,-48,-112,7,-3,-236,-4,-247,-42,-103

# Remaining list, next part.
SMILES,CF NFkB block,TWEAK-Fn14 inh,TROY signal inh,Shn3 inh set2,KKLEB cytotox,NR2E3 ag-1,HIF-2a block,C8 TRAIL sens,Peg3 promoter,TRPM1 prom inh,NR2E3 ag-2
CC(C)(O)CCCC(C)(O)c1ccc(C(=O)O)cc1O (stereo not drawn),4,6,-7,79,9,2,3,5,3,2,-14
O=C(CN(CCc1ccccc1)S(=O)(=O)c1ccc(Cl)cc1)N/N=C/c1ccccc1C(=O)O,-1,0,-8,5,13,0,16,-7,13,4,-22
Cc1cccc(NC(=O)C2CCN(C(=O)N3CCOc4ccccc43)CC2)c1C,13,8,-2,12,0,-1,-10,-3,-10,.,1
COCCOC(=O)c1c(NC(=O)CN2CCCc3ccccc32)sc(C(N)=O)c1C,3,29,-9,7,2,1,5,-5,4,22,-20
O=C1CC(c2ccccc2)n2nc(N3C(=O)CCC3=O)nc2N1 (stereo not drawn),5,7,3,4,-24,3,-10,-13,-13,-1,21
Cc1cccc(N2CCN(C(=S)Nc3ccc4nc5n(c(=O)c4c3)CCCCC5)CC2)c1C,-4,41,-1,28,-21,1,10,5,17,-3,17
CC(C)NC(=O)C(=O)NCC(c1ccc2c(c1)OCO2)N1CCOCC1 (stereo not drawn),-10,5,-4,1,13,-4,10,3,9,-3,-40
O=C(CCc1c[nH]c2ccccc12)N1CCN(S(=O)(=O)c2ccc([N+](=O)[O-])cc2)CC1,-4,-3,-2,10,-2,.,-8,-4,13,.,8
Cn1nc(C(=O)N2CCN(c3cccc(Cl)c3)CC2)c2c1-c1ccccc1S(=O)(=O)C2,13,-10,-16,-5,-22,0,14,-17,26,1,-27

# A portion of the library, so the mix of outcomes need not match the whole.
